# Screening results (PubChem BioAssay)
# Pol III holo inh: DNA polymerase III holoenzyme inhibition; reconstituted DNA polymerase III holoenzyme replication, biochemical; Potency, µM (highest dose often 57.1 µM), without a hit: at the highest dose activity change, negative = inhibition; hit rate 0.25% among 71,000; further: potency means the concentration at half of the fitted maximal effect; on the % scale 0 is the no-effect control and ±100 the full control effect
#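 Reconstituted *E. coli* holoenzyme (0.35 nM Pol III, 1 nM beta, 154 nM SSB, 2 nM primase) was preincubated with compound for 15 min at RT. Synthesis on 1.4 nM ssM13Gori ran 35 min, then was stopped with PicoGreen/EDTA and read as dsDNA fluorescence.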
# GFP derepression: epigenetic GFP locus derepression in mouse cells; mouse C127i GFP locus derepression, cytometry, 30 h; Potency, µM (doses to about 46.1 µM), for inactives: at the top dose GFP derepression (activation); hit rate 0.09% among 68,000; AID 597; further: % of control where 0% means no effect
#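 Derepression screen: silenced CMV-GFP reporter in murine C127i cells, 30 h compound incubation at 37 C, washed cells imaged by laser-scanning cytometer to enumerate GFP-expressing objects of 20 to 120 um.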
# CRE Fsk mod: modulators of forskolin-stimulated CRE signaling in CHO cells; CHO CRE-bla reporter (cAMP response element driving beta-lactamase), forskolin EC10, beta-lactamase ratio; Potency, µM (top dose mostly 38.2 µM), inactives show at the top dose activity change, negative = inhibition, usual class: activators; hit rate 2.5% among 71,000; AID 662; active means well fitted activation curve with a large enough effect in the signal ratio, with a control signal flat, not every such curve was filed as active; inconclusive means small, poorly fitted or top-dose-only effect, or effect the other way, or a change in a side signal; the % refers to the signal ratio; further: potency means the concentration at half of the fitted maximal effect; % of control where 0% means no effect
#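 The 460nm/530nm emission ratio after CCF4 loading defined %Activity, from which AC50 values were obtained. CRE-bla CHO cells received compound dilution series together with an EC10 level of NKH 477 for 3 hours at 37 degrees Celsius.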
# 15-hLO inh: inhibitors of human 15-lipoxygenase (ALOX15); purified 15hLO-1, xylenol orange hydroperoxide absorbance; hit rate 1.4% among 74,000; Potency, µM (top dose mostly 57.1 µM), without a hit: at the top dose activity change, negative = inhibition, most hits filed as inhibitors; P16050; further: potency means the concentration at half of the fitted maximal effect; on the % scale 0 is the no-effect control and ±100 the full control effect; nearly all actives have a fitted effect of over 55% in size
# Target sequence (P16050 whole entry, looked up): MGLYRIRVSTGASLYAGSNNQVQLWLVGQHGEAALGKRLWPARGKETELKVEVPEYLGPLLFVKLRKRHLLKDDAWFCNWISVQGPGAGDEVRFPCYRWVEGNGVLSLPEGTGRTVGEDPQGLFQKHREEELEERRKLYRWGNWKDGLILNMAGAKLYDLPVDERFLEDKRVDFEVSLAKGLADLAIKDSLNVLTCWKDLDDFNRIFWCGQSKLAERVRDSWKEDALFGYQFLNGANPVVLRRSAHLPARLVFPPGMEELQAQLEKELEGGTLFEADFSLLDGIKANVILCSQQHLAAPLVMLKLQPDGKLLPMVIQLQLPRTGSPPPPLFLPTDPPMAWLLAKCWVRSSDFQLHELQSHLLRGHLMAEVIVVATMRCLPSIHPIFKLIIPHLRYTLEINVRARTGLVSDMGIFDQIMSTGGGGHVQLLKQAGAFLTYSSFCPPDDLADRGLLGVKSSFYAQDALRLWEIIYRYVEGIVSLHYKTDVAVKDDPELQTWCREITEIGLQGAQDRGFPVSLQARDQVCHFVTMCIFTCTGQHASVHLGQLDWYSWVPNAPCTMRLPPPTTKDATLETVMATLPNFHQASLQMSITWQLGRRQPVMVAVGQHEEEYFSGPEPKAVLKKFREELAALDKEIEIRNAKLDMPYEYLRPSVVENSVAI
#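 40 nM 15hLO-1 + cpd, 15 min RT; start w/ 50 uM AA (final), 6 min RT; stop/detect w/ 200 uM XO + 300 uM Fe(II) in 50 mM H2SO4, 30 min; A573/A405. Buffer 25 mM Hepes pH 7.5, 0.01% Triton X-100. No-enzyme wells as negative control.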
# A350 autofl: A350 region autofluorescence; Compound autofluorescence, 340/450 nm, Alexa 350 dye-equivalents; stronger effect = higher value; hit rate 11% among 59,000; AID 590; max dye-equivalent concentration, M; in the data active means max dye-equivalent concentration above about 10 nM; inconclusive means mostly about 1.1 nM to 9.6 nM
# 4MU fluor: compounds fluorescent in 4-MU spectral region; compound autofluorescence, 340/450 nm, 4-MU equivalents; stronger effect = higher value; max dye-equivalent concentration, M; hit rate 11% among 59,000; in the data active means max dye-equivalent concentration above about 10 nM; inconclusive means mostly about 1.1 nM to 9.6 nM
#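 Intrinsic fluorescence at 340/450 nm (ex/em) was read after 15 min at room temperature in pH 8.0, 100 mM Tris. Each compound concentration expressed as 4-MU-equivalent concentration from a six-point 4-MU standard series on each plate.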
# BRCT inh red: inhibitors of human BRCA1 BRCT-phosphoprotein interaction (red fluorophore). P38398. BRCT-phosphopeptide binding, red fluorescence polarization. Potency, µM (top dose mostly 76.9 µM), for inactives: top-dose activity change, negative = inhibition, hits mostly inhibitors. hit rate 0.03% among 75,000. AID 892; further: on the % scale 0 is the no-effect control and ±100 the full control effect
#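 Fluorescence polarization: 100 nM His-tagged BRCA1 BRCT with 100 nM TAMRA-labelled phospho-BACH1 decapeptide, phosphate buffer pH 7.3 with 150 mM NaCl, DTT, 0.01% Tween 20; 12 min RT. Binding inhibition seen as FP decrease.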
# Hsp90 Hop PPI: changes Hsp90-Hop TPR2A binding signal, up or down; hit rate 0.44% among 71,000; AlphaScreen TPR2A-His6 binding biotin-Hsp90 C-terminal peptide; Potency, µM (series often up to 57 µM), for inactives: at the top dose activity change, negative = inhibition; active means well fitted curve in either direction with a large enough effect; inconclusive means small, poorly fitted or top-dose-only effect, or another doubt; further: potency means the concentration at half of the fitted maximal effect; on the % scale 0 is the no-effect control and ±100 the full control effect; many of its hits are not listed in these tables
# BRCT inh green: inhibitors of human BRCA1 BRCT-phosphoprotein interaction (green fluorophore); P38398; BRCA1 BRCT-phosphopeptide binding, green fluorescence polarization; Potency, µM (series often up to 76.9 µM), without a hit: at the highest dose activity change, negative = inhibition, most hits filed as inhibitors; hit rate 0.05% among 75,000;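 further: potency means the concentration at half of the fitted maximal effect; plate controls were peptide without protein for full effect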
#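 Fluorescence polarization: His-tagged BRCT (~35 kDa BRCA1 C-terminus, 250 nM) bound to 100 nM fluorescein-labeled phosphorylated 10-aa BACH1 peptide, pH 7.3 phosphate buffer with DTT and Tween 20. Compounds incubated 12 min at room temperature; inhibition read as lowered polarization.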
# UbGFP stabilizer: inhibits proteasome, raising ubiquitin-GFP reporter fluorescence. Ubiquitin-GFP reporter cells, proteasome inhibition, GFP fluorescence; response scale: untreated = 0%, 10 µM MG-132 = 100%. Potency, µM (highest dose often 45.9 µM), for inactives: at the top dose activation (GFP accumulation), usual class: activators. 67,000 tested, under 10 active. AID 526; active means well fitted activation curve with a large enough effect, not every such curve was filed as active; inconclusive means small, poorly fitted or top-dose-only effect, or another doubt; inactive means no such curve, though single readings can be large or run the other way; further: potency means the concentration at half of the fitted maximal effect
#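 U2OS cells stably expressing ubiquitin(G76V)-GFP, seeded overnight in 0.5% FBS medium, were exposed to compounds (qHTS, 46 uM to 2.9 nM) for 4 hr at 37 °C. GFP-positive cells were counted by laser cytometry (488 ex/515 em), normalized between basal and 10 uM MG-132.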
# HBB splicing: alters splicing of the hemoglobin beta chain | HBB splicing reporter cell assay, activation; EGFP reporter with mutant IVS2-654 intron; response scale: normalised to 500 nM splice-correcting PNA | Potency, µM (titrated, usually from 46.1 µM), for the others: at the top dose activation, actives largely listed as activators | hit rate 0.06% among 65,000 | AID 925; further: potency means the concentration at half of the fitted maximal effect; 0% is about no effect
#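 HeLa cells stably expressing EGFP interrupted by mutant beta-globin intron 2 (IVS2-654), 500/well in 2% FCS. Treated with compound for 2 days at 37C. Splicing correction scored as total well GFP intensity (488 nm excitation, 500-520 nm emission); 500 nM antisense PNA served as control.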
# * marks the source's active call; other numbers are inactive results; i = inactive; ? = inconclusive; . = no result given; [ ] = another dose, or the depositor's remark. Unless noted, the call rests on the fitted dose curve; in most records, active means well fitted curve in the direction sought with a large enough effect; inconclusive means small, poorly fitted or top-dose-only effect, or another doubt; inactive means no such curve, though single readings can be large; an effect the other way counts as inactive or inconclusive.
SMILES,Pol III holo inh,GFP derepression,CRE Fsk mod,15-hLO inh,A350 autofl,4MU fluor,BRCT inh red,Hsp90 Hop PPI,BRCT inh green,UbGFP stabilizer,HBB splicing
CC1(C)C(=O)C2(CCCCC2)C(=O)OC1c1ccc(O)cc1 (configuration not stated),-5%,3%,-3%,-1%,i,i,-3.6%,-3%,5.0%,0%,-0.9%
CC(C)c1ccc2c(c1)C(=O)NC(C)(C)C2,2%,-2%,16%,-10%,.,.,0.2%,-1%,-1.9%,-6%,-0.1%
CC(=O)N1CCCc2cc(S(=O)(=O)N3CCN(c4ccccn4)CC3)ccc21,3%,-3%,-15%,4%,i,i,0.6%,2%,-1.0%,-9%,-1.4%
O=c1cc(CSc2nnc(-c3cccs3)n2Cc2ccccc2)nc2sc3ccccc3n12,-8%,4%,?,-19%,i,i,-1.8%,-11%,1.2%,0%,-0.2%[57.5 µM]
CC1CCc2nn(CC(=O)NCCCN3CCCCC3)cc2C1 (configuration not stated),-6%,9%,-3%,3%,.,.,-0.4%,-2%,-4.4%,3%,-0.7%
COc1ccc(-c2nnc(SCC(=O)c3ccc(C)o3)o2)cc1,1%,-3%,0%,-1%,i,i,-2.9%,-3%,1.0%,1%,-0.7%
Cc1noc(C)c1S(=O)(=O)N1CCC(C(=O)N2CCC(N3CCCCC3)CC2)CC1,-1%,-2%,-4%,10%,.,.,1.9%,-2%,-2.2%,3%,-0.1%
CCOC(=O)N1CCN(C(=O)c2cn(CCOC)c(=O)c3c2c2ccccc2n3C)CC1,-1%,0%,8%,7%,6.2e-07M*,5.8e-07M*,-1.3%,-2%,1.1%,-14%,-6.6%
CCOC(=O)CNC(=O)CSc1nc2nc(C)c(Br)cc2[nH]1,-4%,4%,8%,-3%,?,i,-2.3%,-6%,-1.7%,-1%,-0.6%[0.369 µM]
N[C@@](C(=O)O)(c1ccc(P(=O)(O)O)cc1)C1CC1,0%,-1%,-6%,-25%[25.6 µM],.,.,-1.5%,5%,-0.5%,8%,.
Cc1ccc(CNC(=O)CCCn2c(=O)[nH]c3ccccc3c2=O)cc1,2%,0%,1%,-3%,?,?,-0.3%,3%,-3.5%,-13%,-1.4%
CC(C)(C)n1ncc2c(=O)n(CC(=O)Nc3ccc(Cl)cc3)cnc21,-8%,1%,?,-5%,i,i,1.8%,-4%,2.1%,4%,0.8%
COC(=O)C1=C(C)NC(=O)NC1/C=C/c1ccccc1 (configuration not stated),-5%,0%,-5%,-3%,i,i,-1.3%,-6%,-0.5%,1%,-1.1%
Cc1ccnc(SCCn2c(N3CCOCC3)nc3c2c(=O)[nH]c(=O)n3C)n1,-9%,0%,4%,10%,i,i,-1.6%,-5%,0.3%,0%,2.1%[0.369 µM]
Cn1nc(CC(=O)Nc2ccc3c(c2)CCC3)c2ccccc2c1=O,-5%,2%,-16%,-13%,?,?,0.4%,-4%,-3.6%,8%,-0.6%[57.5 µM]
COc1cc(-c2nnc(SCC(=O)N(Cc3ccccc3)C(C)(C)C)o2)cc(OC)c1OC,-1%,-1%,?,-16%,?,i,-0.7%,3%,-1.5%,-5%,-1.1%
CN(C)c1ncc2nc(-c3cc(F)cc(F)c3)c(=O)n(C)c2n1,-8%,3%[9.22 µM],?,2%,?,?,-1.0%,-4%,-4.2%,-5%,1.7%
O=C(NCCN1CCCC1)C1COc2ccccc2O1 (configuration not stated),-4%,-1%,-4%,7%,i,i,-0.1%,-4%,-0.1%,0%,.
CC1(C)Cc2c(sc3ncn4nc(CCC(=O)O)c(=O)nc4c23)CO1,-9%,0%,-16%,-2%,1.4e-08M*,1.3e-08M*,-2.7%,-3%,-1.3%,3%,2.4%
COC(=O)C1=C(N)OC2=C(C(=O)CC(C)(C)C2)C1c1cccnc1 (configuration not stated),-2%,0%,15%,-5%,i,i,1.7%,-5%,-1.2%,-3%,-0.7%
COc1ccccc1CN1C(=O)CCC1(C)C(=O)NC1CCCCCC1 (configuration not stated),-4%,-1%,1%,0%,i,i,-3.5%,-1%,-3.0%,-9%,1.7%
COc1ccc(OC)c(NC(=O)Cc2coc3ccc(C)cc23)c1,-5%,0%,?,-17%,i,i,-0.6%,0%,-1.9%,6%,1.7%
Nc1ccc(S(=O)(=O)Nc2ccnn2-c2ccccc2)cc1,0%[25.6 µM],-2%[20.6 µM],-12%[17.1 µM],7%,?,?,0.2%,-1%[26 µM],0.3%[3.08 µM],6%[20.5 µM],-0.9%[20.6 µM]
CCCCC1CCC(/C(N)=N/O)CC1 (configuration not stated),-8%,2%,4%,-7%,i,i,1.0%,2%,-0.2%,-1%,-4.7%[57.5 µM]
Cc1occc1-c1nnc(SCC(=O)N2CCOCC2)o1,-12%,-1%,0%,2%,?,i,0.0%,-8%,-1.4%,10%,2.8%
# Further compounds.
SMILES,Pol III holo inh,GFP derepression,CRE Fsk mod,15-hLO inh,A350 autofl,4MU fluor,BRCT inh red,Hsp90 Hop PPI,BRCT inh green,UbGFP stabilizer,HBB splicing
c1ccc2c(c1)CCC[C@@H]2C1=NCCN1,2%[25.6 µM],-2%[20.6 µM],-5%[17.1 µM],5%[25.6 µM],i,i,1.5%[34.4 µM],-2%[26 µM],1.5%[34.4 µM],-3%[20.5 µM],-0.7%[20.6 µM]
Cc1cccc(C)c1NC(=O)c1ccc(-n2cnnn2)cc1,1%,0%,-3%,9%,i,i,0.6%,1%,-0.5%,-2%,.
CCCCc1nc2ccccc2c(=O)n1NC(=O)c1c(O)c2c(n(CC(C)C)c1=O)CCCC2,-7%,0%,-6%,8%,i,i,-0.5%,0%,-1.6%,-2%,1.8%[0.369 µM]
CC1CCC(NC(=O)CN2CCC(n3nnc4cc(F)ccc43)CC2)CC1 (configuration not stated),-6%,-2%,?,6%,i,i,-0.4%,-2%,2.9%,1%,.
COc1ccc(S(=O)(=O)N2CCN(c3nc4ccccc4nc3-n3nc(C)cc3C)CC2)cc1,0%,-2%,-8%,-6%,2.8e-08M*,2.4e-08M*,-0.2%,2%,-0.1%,3%,-1.2%
CCSc1nc(C)c(CC)c(C)c1C(N)=O,1%,0%,-7%,1%,i,i,-1.1%,0%,-0.6%,-4%,1.7%
O=C(NCc1nc2ccccc2[nH]1)c1ccc(Cl)c(S(=O)(=O)N2CCCC2)c1,-4%,4%,?,10%,1.3e-08M*,1.1e-08M*,-4.5%,-5%,-0.3%,0%,-6.4%
O=C(CCn1c(=O)sc2ccccc21)NC1=NCCS1,0%,-3%,?,7%,i,i,0.9%,-4%,-1.2%,-14%,0.4%
O=C(c1noc2c1CCCCC2)N1CCN(C(c2ccccc2)c2ccccc2)CC1,-11%,0%,-22%,3%,i,i,0.0%,0%,-1.7%,-8%,0.8%
CCOC(=O)c1ccc(Oc2nc(NC)nc(SC)n2)cc1,0%,0%,9%,-2%,i,i,0.3%,-2%,-0.1%,-3%,-1.8%
CCN(CC)CCNC(=O)c1cn(CC)c2ccc(S(=O)(=O)N(C)C)cc2c1=O,-5%,.,-4%,5%,.,.,-1.9%,-4%[2.3 µM],-1.8%,6%,0.0%
O=C(COc1ccc(F)c(Cl)c1)c1ccc[nH]1,3%,4%,-7%,-6%,i,i,-2.6%,-5%,-0.7%,2%,-0.2%[57.5 µM]
COc1ccc(CCNc2nc(-c3sc(N)nc3C)cs2)cc1OC,-3%,1%,?,-9%,.,.,-0.7%,-29%,-1.0%,-4%,-0.3%
CSc1nc(C2CC2)cc(-c2cccs2)c1C#N,-4%,-2%,24%,-15%,?,?,0.6%,28%,0.9%,-9%,0.0%
O=C(CCN1C(=O)c2ccccc2C1=O)Nc1ccc(S(=O)(=O)N2CCOCC2)cc1,-1%,0%,4%,-3%,i,i,0.1%,-4%,-1.5%,-1%,-2.1%
CCOC(=O)c1[nH]c2ccccc2c1NC(=O)c1cc(OC)c(OC)c(OC)c1,-4%,-2%,3.2µM*,-6%,i,i,-0.2%,2%,-0.6%,1%,-1.1%[57.5 µM]
O=C(Nc1ccc(CN2CCOCC2)cc1)c1cc2ccccc2oc1=O,-9%,0%,4%,7%,i,i,-1.3%,-3%,-2.3%,3%,.
O=C(Nc1ccc(N2CCN(C(=O)c3ccco3)CC2)c(Cl)c1)c1c(F)c(F)c(F)c(F)c1F,-5%,-2%,-6%,0%,?,i,-1.2%,2%,-0.1%,-1%,-1.3%
CCc1cccc2c3c([nH]c12)[C@](CC)(CC(=O)O)OCC3,-4%,-2%,6%,.,i,i,.,-11%,.,-1%,3.9%
